High-throughput results as filed in PubChem.
SDO1 yeast rescue: compounds rescuing growth of sdo1-depleted yeast, bone marrow failure model; S. cerevisiae sdo1-depleted JHY4D growth rescue, OD600 30 h; hits give high values; pdr5 snq2 efflux-pump mutant strain; z-score at 10 µM; 0.21% of 140,000 active;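 active = z-score above 3 at both the 24 hr and the 30 hr optical density reads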;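 note: z-score against mean and SD of all compound wells on the same plate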
INS promoter inh: TRM-6 insulin promoter activity inhibition. inhibition, % at 2 µM. TRM-6 cells (human fetal islet line), insulin promoter-eGFP reporter, imaging; reporter expression induced with tamoxifen. 0.9% of 130,000 active;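 active = inhibition above the mean plus 3 SD, with well images judged a real hit on visual review, cut at about 60% in these data, passing the limit was not always enough; inconclusive = inhibition over the cutoff but images rejected on review; inactive = inhibition not above the cutoff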
SDO1 yeast rescue Rescue 24 h: second read-out of SDO1 yeast rescue, no call of its own (marks repeat the call); z-score; S. cerevisiae sdo1-depleted JHY4D growth rescue, OD600; measured here: growth rescue at 24 h;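 0 is the plate mean of compound wells and units are plate SD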
The depositor's hits bear a star; ? = inconclusive; · = no result given.

Sample of the layout (6 entries):
SMILES	SDO1 yeast rescue	SDO1 yeast rescue Rescue 24 h	INS promoter inh
Cn1c(=N)n(CC(O)c2cccc3ccccc23)c2ccccc21 (stereo not given)	-0.27	-0.12	-64
CCn1nnnc1SCC(=O)N(C1CCCCC1)C1CCCCC1	-1.2	-1.3	·
C=CCc1cccc2cc(C(=O)Nc3ccc(NC(C)=O)cc3)c(=O)oc12	·	·	2
N#Cc1ccc(N2Cc3ccccc3C2=NC(=O)c2cccnc2Cl)cc1	-0.82	-0.55	23
COc1ccc(CNCCC(c2ccc(OC(C)C)cc2)C(C)C)cc1OC (stereo not given)	0.22	0.39	·
CCOC(=O)c1ccc(NC(=O)CN(c2ccc(C)cc2)S(=O)(=O)c2c(C)nn(C)c2C)cc1	-1.1	-0.98	-4

The whole of this part (from the top)
SMILES	SDO1 yeast rescue	SDO1 yeast rescue Rescue 24 h	INS promoter inh
Cn1c(=N)n(CC(O)c2cccc3ccccc23)c2ccccc21 (stereo not given)	-0.27	-0.12	-64
CCn1nnnc1SCC(=O)N(C1CCCCC1)C1CCCCC1	-1.2	-1.3	·
C=CCc1cccc2cc(C(=O)Nc3ccc(NC(C)=O)cc3)c(=O)oc12	·	·	2
N#Cc1ccc(N2Cc3ccccc3C2=NC(=O)c2cccnc2Cl)cc1	-0.82	-0.55	23
COc1ccc(CNCCC(c2ccc(OC(C)C)cc2)C(C)C)cc1OC (stereo not given)	0.22	0.39	·
CCOC(=O)c1ccc(NC(=O)CN(c2ccc(C)cc2)S(=O)(=O)c2c(C)nn(C)c2C)cc1	-1.1	-0.98	-4
NC(=O)NOCc1cccc(Cl)c1	·	·	49
CC(C)CCn1nc(C(=O)Nc2nc3c(s2)CCCC3)c2ccccc2c1=O	0.1	-0.64	46
CCOc1ccc(NC(=S)NC(=O)c2c(Cl)cnn2CC)c([N+](=O)[O-])c1	-0.71	0.26	·
CCOC(=O)CC(NC(=O)C1c2ccccc2Oc2ccccc21)c1ccc(C)cc1 (stereo not given)	-1.4	-1.3	-3
Cc1nn(C)c(C)c1N1C(=O)c2cccc3c(N)ccc(c23)C1=O	1.2	1.3	-23
Cc1ccc(C)c(NS(=O)(=O)c2ccc(OCC(=O)NCc3cccnc3)cc2)c1	0.64	-0.2	-18
Cc1ccc(-c2nnc3c4ccccc4c(C)nn23)cc1NC(=O)CN1CCOCC1	0.68	0.35	-75
CCc1cc2c(NCCN3CCCCC3)ncnc2s1	-0.25	-0.59	9
Nc1nonc1-n1nncc1-c1ccccc1	0.14	0	-54
Clc1ccc(Cl)c(-c2nn3c(Cn4cnc5ccccc54)nnc3s2)c1	·	·	3
COc1cccc(-n2c(SCC(N)=O)nnc2-c2ccncc2)c1	0.42	0.13	?
O=C(OCC(=O)N1CCN(c2ccccc2)CC1)c1cnc(Cl)c(Cl)c1	·	·	40
Cc1ccccc1CSCC(=O)NC1CCCC1	0.66	0.76	-150
CCC(C)(C)c1ccc(OCCN2C(=O)NC(C)(C)C2=O)cc1	0.44	0.4	·
COc1ccc(OCC(=O)NNC(=O)C2CCCO2)cc1 (stereo not given)	0.87	0.11	-14
Cc1cccc(OCCn2c(CCCO)nc3ccccc32)c1	-0.8	-0.38	·
O=C(COc1ccc2ccccc2c1Br)Nn1cnnc1	-0.04	-0.59	62
COc1cc(C(=O)N/N=C/C2CC=CCC2)cc(OC)c1OC (stereo not given)	0.34	0.34	·
COc1ccc(NC(=S)NC(C)C(c2ccccc2)N2CCOCC2)cc1 (stereo not given)	·	·	-17
COc1ccc(C(=O)CCC(C)(C)[N+](=O)[O-])cc1OC	·	·	22
Cc1cc(NC(=O)c2ccc(NC(=O)c3cccs3)cc2)no1	-0.5	-0.92	·
O=C(NC(Cc1ccccc1)C(=O)O)/C(=C\c1ccc(F)cc1)NC(=O)c1ccccc1 (stereo not given)	0.54	0	0
Cc1cccc(C2CC3(CC(C)(C)NC(=S)N3)Oc3cc(O)ccc32)c1 (stereo not given)	·	·	-67
CCc1ccccc1NC(=O)CN(C)C(=O)Cn1ncc(Cl)c(Cl)c1=O	1.3	0.83	-223
Cn1cnnc1Sc1ccc(C(=O)OCC(=O)NC2CC2)cc1[N+](=O)[O-]	·	·	-43
Cc1c(NC(=O)c2cc(-n3cnnc3)ccc2Cl)cccc1-c1nc2ccccc2o1	0.22	-0.27	-10
N#Cc1c(NC(=O)CSc2ncn(-c3ccccc3)n2)sc2c1CCCC2	-0.63	-0.02	-32
Cc1ccc(-c2nn(-c3ccccc3)cc2/C=N/NS(=O)(=O)c2ccccc2)cc1	-0.91	-0.16	-4
O=C(O)CCCC(=O)N1CCCC1	·	·	25
CC(=O)N1CCN(c2ccccc2NC(=O)COc2ccc(Cl)cc2Cl)CC1	-1.3	-0.74	-144
C=CCn1c(SCCN2CCCC2)nc2c([nH]c3ccccc32)c1=O	·	·	8
COC(=O)c1[nH]c2ccccc2c1NC(=O)CN1CCN(c2cccc(OC)c2)C(C)C1 (stereo not given)	-1.7	-1.2	9
COC(=O)c1sc2nc3c(cc2c1N)CCCC3	·	·	49
CN(C)c1ccc(/C=N/NC(=O)c2cccc(C(=O)N/N=C/c3ccc(N(C)C)cc3)n2)cc1	·	·	19
CCn1c(SCC(=O)Nc2cc(C)ccc2C)nc2c(c1=O)SC(C)C2 (stereo not given)	-1	-1.2	·
O=C(NC1=NCCS1)C1Cc2ccccc2CN1C(=O)c1ccccc1 (stereo not given)	0.24	0.67	0
CCOc1ccc(NC(=O)CCNS(=O)(=O)c2ccc3c(c2)CCC(=O)N3)cc1	1.1	0.37	-17
Cc1cc(NS(=O)(=O)c2ccc(NC(=S)NC(=O)c3ccc(Br)cc3)cc2)no1	0.38	0.75	-14
CN1CCC(N(C)C(=O)c2cc(=O)c3ccccc3o2)CC1	·	·	45
Cc1ccc(NC(=S)NCc2ccc3c(c2)cc(C)n3C)c(C)c1	·	·	-33
CCC(=O)Nc1ccc(NC(=O)CSc2nnc(-c3ccc(O)cc3)n2CC2CCCO2)cc1 (stereo not given)	·	·	-56
C=CCn1c(=O)c2ccccc2n2c(SCC(=O)/C(C#N)=C(\C)N)nnc12	0.43	0.13	·
CCC(=O)Nc1ccc(NC(=O)c2ccco2)cc1	-0.17	-0.53	43
CCC(=O)Nc1nc(-c2ccccc2)nc(SC)c1C(C)=O	·	·	-64
Cc1ccc(CSc2nnc(NC(=O)C3COc4ccccc4O3)s2)cc1 (stereo not given)	-0.36	-0.32	·
Cc1cnc(Sc2ncccc2[N+](=O)[O-])nc1	-0.06	1.6	-3
Cc1ccc(N=Nc2c(N)nn(-c3ccccc3)c2N)cc1	0.18	-0.08	6
O=C(CC1(C(F)(F)F)OCCO1)Nc1ccc2c(c1)OCO2	0.27	-0.14	·
CS(=O)(=O)c1ccc2nc(NC(=O)CS(=O)(=O)Cc3ccccc3)sc2c1	·	·	8
CCOC(=O)C1=C(C)NC2=C(C(=O)CCC2)C1c1ccc(O)c(OCC)c1 (stereo not given)	0.93	0.44	20
CCSc1nnc(Nc2ccccc2)s1	0.14	-0.04	·
Cc1ccc(-c2cnc(NCc3cc4c(cc3[N+](=O)[O-])OCO4)n2C)cc1C	·	·	-15
Cn1c2ccccc2n2c(=O)c(=O)n(CC(=O)N3CCCc4ccccc43)nc12	·	·	46
O=S(=O)(Nc1ccc(N2CCCCC2)cc1)c1ccccc1	0.66	0.05	16

Compound profiles, as listed above. Screens in order: SDO1 yeast rescue | SDO1 yeast rescue Rescue 24 h | INS promoter inh
Shown for `CCC(=O)Nc1nc(-c2ccccc2)nc(SC)c1C(C)=O` : · | · | -64
Shown for `CCOC(=O)C1=C(C)NC2=C(C(=O)CCC2)C1c1ccc(O)c(OCC)c1` (stereo not given) : 0.93 | 0.44 | 20

The results go on.
SMILES	SDO1 yeast rescue	SDO1 yeast rescue Rescue 24 h	INS promoter inh
COc1nc(Nc2ccc(O)cc2)nc(OC(C(F)(F)F)C(F)(F)F)n1	-1.2	-1.1	·
Cc1cccc(OCCCC(=O)NCc2ccco2)c1	0.7	0.76	·
O=C(NCCc1ccc(Cl)cc1)C1CCN(S(=O)(=O)c2cccs2)CC1	-0.33	-0.29	·
O=C(Nc1ccc2c(c1)nc1n2CCSC1)c1ccco1	-1.7	-0.85	·
Cc1cc(N2CCC(N(C)C3CCCC3)CC2)nc2cc(O)ccc12	-0.02	-0.82	·
COc1ccc2nc(C)cc(SCC(=O)OC(C)C)c2c1	·	·	-23
O=C(CSc1nnc(-c2ccccc2)n1-c1ccccc1)N1c2ccccc2Sc2ccccc21	-0.72	-0.52	·
C=C(C)Cn1c(CCn2c3ccccc3c3ccccc32)n[nH]c1=S	-0.21	0.16	-20
Oc1c(C(Nc2ccccn2)c2ccccn2)ccc2cccnc12 (stereo not given)	-0.02	-0.2	·
CCNc1nc(NC(C)(C)C)nc(N(CC)n2cnnc2)n1	1.4	1.7	36
Cc1ccc(CNC(=O)C2CCN(S(=O)(=O)c3ccc4c(c3)OCCCO4)CC2)cc1	0.21	0.85	·
COC(=O)c1ccc(CN(c2ccccc2OC)S(=O)(=O)c2cccs2)o1	-1	-0.82	8
COc1ccc(-c2csc(N3C(=O)C4C5c6ccccc6C(c6ccccc65)C4C3=O)n2)cc1 (stereo not given)	1.4	1.9	8
CC(Cc1ccccc1)NC(=O)CSc1nc2nc3c(cc2c(=O)n1-c1ccccc1)COC(C)(C)C3 (stereo not given)	0.67	0.05	-51
CC1(C)CC(=O)C=C(NC2=CC3OC(c4ccccc4)OCC3OC2=O)C1 (stereo not given)	-0.73	-1.3	7
COC(=O)c1cn(NC(=O)c2ccc(F)cc2)c(=O)c2ccccc12	-0.26	-0.91	-24
COc1ccc(/C=C/c2nnc(NC(=O)COc3ccc(C)cc3)s2)cc1	0.59	1.3	·
CCOC(=O)c1nnn(-c2ccc(OC)cc2)c1N	0.64	0.32	13
O=C(COc1ccc2ccccc2c1)NNC(=O)c1cccs1	-0.81	-0.77	·
CC(=O)Cn1cnc2sc(-c3ccccc3)cc2c1=O	1.2	1.8	25
N/C(=N\OC(=O)Cc1ccc(Cl)cc1)c1cccnc1	-0.64	-1.1	·
O=C(NC(N1CCOCC1)C(Cl)(Cl)Cl)c1cc([N+](=O)[O-])cc([N+](=O)[O-])c1 (stereo not given)	·	·	-43
CCOC(=O)N1CCC(N(CCN(C)C)C(=S)Nc2cc(C)ccc2C)CC1	1.3	1.2	-32
Cc1nc2ccccc2n1CC(=O)NN	·	·	60
CC(=O)c1cccc(NC(=O)CCS(=O)(=O)c2ccc(Br)s2)c1	·	·	7
CCN(CC)S(=O)(=O)c1ccc(C(=O)OCCN2C(=O)CCC2=O)cc1	1.4	1.6	·
CSC1=N/C(=C\c2cccc(F)c2)C(=O)S1	-1.4	-1.9	3
Cc1ccc(C)c(NC(=O)C2CCC(C)(C(=O)O)C2(C)C)c1 (stereo not given)	0.13	-0.21	·
CC(C)Sc1nc(-c2ccccc2)cc(=O)[nH]1	-1.7	-1.1	-41
COC(=O)c1ccc(/C=N/N2CCN(Cc3ccc(C)cc3C)CC2)cc1	-0.15	-0.5	24
C=CCN1N=C(c2ccc(Cl)s2)CSC1=O	-0.98	-1	-4
COc1ccccc1-c1nc2n(n1)C(c1cccs1)C(C(=O)Nc1cccnc1)=C(C)N2 (stereo not given)	0.07	0.08	9
CC(=O)Cc1nsc(Nc2cccc(C)c2)n1	·	·	-49
CCOC(=O)Nc1cc(C(=O)OC)cc(C(=O)OC)c1	-0.59	-0.03	·
CCC(C)(C)n1nnnc1C(c1cc2ccc(OC)cc2[nH]c1=O)N1CCN(C2CCCCC2)CC1 (stereo not given)	0.77	0.76	33
CCOc1ccc(CNc2ccc(N3CCCC3)cc2)cc1	0.52	0.06	-31
CCC(CC)c1nnc(NC(=O)c2ccc([N+](=O)[O-])cc2)s1	-0.3	-1.2	27
N#Cc1ccccc1NC(=O)c1ccccc1OCC(=O)Nc1ccc2c(c1)oc1ccccc12	·	·	-17
CCCc1cc(O)c2c(C)cc(=O)oc2c1	-1.1	-0.22	24
COCCn1c(SCC(=O)c2ccc(Cl)cc2)nnc1C(C)C	0.3	0.33	·
CC1(CC(=O)N/N=C/c2cc([N+](=O)[O-])c(O)cc2O)OCCO1	·	·	56
CCOC(=O)N1CCN(C(=O)c2ccc(CS(=O)(=O)c3ccccc3OC)o2)CC1	1.3	1.3	·
CCCc1cc(-c2n[nH]c(C(=O)OCC)c2-c2cscn2)c(O)cc1O	0.24	0.06	34
COCCNC(=O)c1ccc(Cl)c(Cl)c1	1	0.51	-25
CC(C)Oc1ccc(C(=O)N(Cc2ccco2)C2CCS(=O)(=O)C2)cc1 (stereo not given)	0.64	0.78	-17
Cc1cccc(S(=O)(=O)NNC(=O)c2sc(C)nc2C)c1	0.21	0.05	-14
COc1cccc(N2CCN(Cc3cccnc3)CC2)c1	0.14	-0.15	-73
Cc1nc2c(n1C1CCCCC1)C(=O)c1ccccc1C2=O	-1.3	-0.42	-17
CN1CCCC1CCNS(=O)(=O)c1ccc(Br)cc1 (stereo not given)	1.1	0.63	-125
CCOC(=O)c1c(-c2ccc(-c3ccccc3)cc2)csc1NC(=O)CCN1CCOCC1	-1.5	-1.3	·
CC(/C=C/c1ccccc1)=N/NC(=O)CNC(=O)c1ccc2c(c1)OCO2	1.4	3.6	-77
CCOC(=O)c1[nH]c(C)c(CN(Cc2ccco2)C(=O)C(F)(F)F)c1C	-0.32	-0.29	-36
O=C(NNC(=S)Nc1ccccc1)NNC(=S)Nc1ccccc1	·	·	41
O=C1CC(N2CCN(c3ccccc3O)CC2)C(=O)N1Cc1ccccc1 (stereo not given)	·	·	14
CCC(C)(CC(=O)N(C)CCC#N)c1ccccc1 (stereo not given)	0.56	1.2	-3

Rewritten with values under each structure: entries from further up.
Every second line gives: SDO1 yeast rescue | SDO1 yeast rescue Rescue 24 h | INS promoter inh
- CN1CCCC1CCNS(=O)(=O)c1ccc(Br)cc1 (stereo not given)
 : 1.1 | 0.63 | -125
- CCC(C)(CC(=O)N(C)CCC#N)c1ccccc1 (stereo not given)
 : 0.56 | 1.2 | -3
